H1N1 NS1A inhibition = H1N1 influenza NS1A inhibitors, functional cell based assay (AID 504329); NS1A functional cell-based assay, percent inhibition; higher % means a stronger effect; one-dose inhibition, % at 12.5 µM; IC50 in µM for titrated hits; actives 0.3% (n = 340,000); in the data active = a potency from the dose series; inconclusive = inhibition above about 27% without an active follow-up result; note: strong numbers were not always called active
PhoP GFP inhibition = PhoP regulon inhibitors, Salmonella typhi PhoP promoter GFP reporter, confirmatory (AID 1850). Salmonella Typhi PhoP-promoter GFP reporter, fluorescence, 4 h; higher % means a stronger effect. inhibition, % at 50 µM; hits with a dose series show IC50 in µM. actives 0.33% (n = 310,000); in the data active = a potency from the dose series; inconclusive = inhibition mostly from about 25% at the one dose, without a potency; inactive = the rest, 99 in 100 with inhibition below about 19%;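 note: 0% = induced wells with vehicle and 100% = uninduced wells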
tuberculosis growth = growth inhibition of non-replicating M. tuberculosis (AID 488890) | Mycobacterium tuberculosis non-replicating, growth inhibition; higher % means a stronger effect | inhibition, % at 25 µM, or IC50 in µM where a hit was titrated | actives 0.39% (n = 320,000); in the data active = a potency from the dose series; inconclusive = inhibition mostly from about 82% at the one dose, without a potency; inactive = the rest, 99 in 100 with inhibition below about 76%;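 note: plate controls were DMSO cells for no effect and high antibiotic wells for full effect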
VEEV TC-83 Vero = inhibitors of VEEV TC-83 cytopathic effect, confirmation, Vero cells (AID 588727); Vero cells, VEEV TC-83 cytopathic effect inhibition; higher % means a stronger effect; inhibition, % at 20 µM, or IC50 in µM where a hit was titrated; actives 0.13% (n = 350,000); in the data active = a potency from the dose series; inconclusive = inhibition mostly from about 14% at the one dose, without a potency; inactive = the rest, 99 in 100 with inhibition below about 12%; note: strong numbers were not always called active
M. tuberculosis HTS = M. tuberculosis growth inhibition, HTS (AID 449762). M. tuberculosis H37Rv growth inhibition, 7H9 media; higher % means a stronger effect. inhibition, % at 25 µM; hits with a dose series show IC50 in µM. actives 0.59% (n = 330,000); in the data active = a potency from the dose series; inconclusive = inhibition above about 70% without an active follow-up result;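 note: bacterial growth assessed after seven days of incubation; strong numbers were not always called active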
VEEV TC-83 Vero 10K pilot screen = further read-out of VEEV TC-83 Vero, marked with its call; inhibition, %; measured here: 10K pilot screen inhibition
The depositor's hits bear a star; i = inactive; ? = inconclusive; / = no result given.

SMILES	H1N1 NS1A inhibition	PhoP GFP inhibition	tuberculosis growth	VEEV TC-83 Vero	M. tuberculosis HTS	others
COc1cccc(NS(=O)(=O)c2ccc(OC)c(OC)c2)c1	1%	5%	-9%	i	4%
COc1cccc(OC)c1C(=O)Nc1cccc(-c2ccc3nncn3n2)c1	-6%	1%	-15%	0.3%	-7%
Cc1cc(NC(=O)CSc2nnc(C3CC3)n2N)no1	-3%	0%	-16%	0.5%	-8%
COc1ccccc1/C=N/Nc1nc(C)cc(C)n1	-18%	0%	21%	6.7%	5%
c1ccc2cc(-c3csnn3)ccc2c1	-8%	-5%	19%	1.6%	3%
CC(=O)Nc1ccc(NC(=O)CN(C)S(=O)(=O)c2ccc3ccccc3c2)cc1	-8%	-11%	6%	1.3%	4%
CC1(C)O[C@@H]2[C@H](O1)[C@@H](CO)O[C@H]2n1cnc2c(=O)[nH]cnc21	-16%	/	-5%	2.5%	-2%
CCOc1ccc(CC(=O)N/N=C/c2cccnc2)cc1OCC	0%	-7%	-7%	1.7%	-7%
CCN(CC)CCn1c(=N)n(CC(O)COc2cccc(C)c2)c2ccccc21 (stereo not given)	/	135µM*	40%	3.7%	52%
COC(=O)c1ccc2c(c1)sc(=NC(=O)CCS(=O)(=O)c1ccccc1)n2C	-7%	-1%	76%	4.3%	-3%
Cc1cc(C)n(CC(=O)Nc2ccc([N+](=O)[O-])cc2)n1	-9%	7%	15%	1.4%	6%
O=C(CCNS(=O)(=O)c1cccc2nsnc12)NCc1ccccc1	5%	-9%	-9%	i	-4%

Random excerpt: 7 compounds from above.
SMILES	H1N1 NS1A inhibition	PhoP GFP inhibition	tuberculosis growth	VEEV TC-83 Vero	M. tuberculosis HTS	others
COc1ccccc1/C=N/Nc1nc(C)cc(C)n1	-18%	0%	21%	6.7%	5%
CCOc1ccc(CC(=O)N/N=C/c2cccnc2)cc1OCC	0%	-7%	-7%	1.7%	-7%
c1ccc2cc(-c3csnn3)ccc2c1	-8%	-5%	19%	1.6%	3%
O=C(CCNS(=O)(=O)c1cccc2nsnc12)NCc1ccccc1	5%	-9%	-9%	i	-4%
COc1cccc(NS(=O)(=O)c2ccc(OC)c(OC)c2)c1	1%	5%	-9%	i	4%
Cc1cc(NC(=O)CSc2nnc(C3CC3)n2N)no1	-3%	0%	-16%	0.5%	-8%
Cc1cc(C)n(CC(=O)Nc2ccc([N+](=O)[O-])cc2)n1	-9%	7%	15%	1.4%	6%

Further results:
SMILES	H1N1 NS1A inhibition	PhoP GFP inhibition	tuberculosis growth	VEEV TC-83 Vero	M. tuberculosis HTS	others
Cc1ccc(NC(=O)CCNS(=O)(=O)c2ccc3c(c2)c(=O)n(C)c(=O)n3C)cc1C	-2%	0%	0%	3.0%	2%
CCOc1cnc(-c2ccc(Cl)cc2)o1	1%	0%	10%	0.5%	0%
O=C(NCc1ccccc1Cl)C1CCCN1C(=O)NC1CCCCC1 (stereo not given)	-3%	-1%	-2%	i	-6%
COc1ccc(OC)c(NC(=O)C2CCN(S(=O)(=O)c3ccc4c(c3)OCCO4)CC2)c1	-15%	1%	7%	2.0%	12%
O=C(c1ccco1)N1CCN(Cc2cc(=O)c(OCc3ccc([N+](=O)[O-])cc3)co2)CC1	-14%	3%	6%	1.6%	-4%
Cc1ccccc1CSc1ncc(C#N)c(N)n1	5%	-6%	10%	i	-3%
O=C(N/C(=C\c1cn(-c2ccccc2)nc1-c1ccc(Cl)cc1)C(=O)N1CCOCC1)c1ccccc1	/	-4%	3%	/	-4%
COC(=O)CSc1nc(N)c(C#N)c(-c2ccco2)c1C#N	-5%	-1%	?	2.1%	?
O=[N+]([O-])c1ccc(OCCO)c(P(=O)(c2ccccc2)c2ccccc2)c1	-2%	-4%	5%	0.7%	-1%
Cc1sc2nc(CSCC(=O)NC3CCCCC3)[nH]c(=O)c2c1C	-3%	-4%	10%	4.1%	-3%
COCCN1C(=O)c2oc3cc(C)c(C)cc3c(=O)c2C1c1ccc(O)cc1 (stereo not given)	4%	5%	2%	2.7%	-5%
CCCCn1c(N)c(N(CCOC)C(=O)c2cccc(S(=O)(=O)N(CC)c3ccccc3)c2)c(=O)[nH]c1=O	-6%	8%	10%	8.2%	0%
COC(=O)c1ccc(NCC(=O)c2ccccc2)cc1	6%	3%	21%	2.8%	?
CS(=O)(=O)N1CCc2cc(-c3csc(NCC4CCCO4)n3)ccc21 (stereo not given)	12%	13%	17%	1.8%	5%
Cc1ccc(NC(=O)NC2CCCCC2)cc1Cl	6%	-4%	32%	i	?
Brc1cccc(CNCCc2ccc3c(c2)OCO3)c1	0%	-1%	51%	0.6%	1%
CC(C)C(=O)NC(NC(=O)C(C)C)c1ccc([N+](=O)[O-])cc1	15%	-9%	1%	i	-2%
O=C(CNCCCO)Nc1cc(C(F)(F)F)cc(NC(=O)CNCCCO)c1Cl	7%	2%	-18%	0.9%	-18%
O=C(NC(=S)Nc1cccc([N+](=O)[O-])c1)c1ccccc1	/	2%	64%	0.1%	9%
O=C(/C=C/c1cccc(Oc2ccccc2)c1)N1CCOCC1	-8%	-2%	77%	i	6%
CCc1cc2c(NC(Cc3ccccc3)C(=O)O)nc(C)nc2s1 (stereo not given)	-3%	-1%	4%	2.0%	-2%
Cc1nc(SCC(=O)c2c(N)n(C3CC3)c(=O)[nH]c2=O)[nH]c(=O)c1CCO	-14%	/	24%	i	5%
CC/C(=N/Nc1cccc(Cl)c1)c1cnnc(SC)n1	17%	-5%	-17%	0.4%	-6%
CC(=O)NC1(c2cccc(F)c2)CCN(C(=O)Nc2ccc(C#N)cc2)CC1	1%	-2%	15%	0.3%	-6%
CC1(C)CC(=O)C=C(c2ccc(F)cc2OCc2ccccc2)C1	-9%	/	-6%	2.4%	14%
Cc1cccc(N2CCN(S(=O)(=O)c3ccc4c(c3)CCC(=O)N4)CC2C)c1 (stereo not given)	13%	-5%	13%	2.6%	-4%
CCc1cc(=O)oc2cc(OS(C)(=O)=O)ccc12	0%	-3%	-3%	0.4%	-4%
CCOC(=O)c1ccc(-n2c(C)nc3ccc(Br)cc3c2=O)cc1	-1%	10%	18%	12%	3%
Cn1c(C(=O)NCCN2CCOCC2)cc2c(=O)n(C)c3ccccc3c21	10%	-9%	-1%	1.1%	-1%
COc1ccc(CCn2c(C)nc3c(c(=O)c4ccccc4n3C)c2=O)cc1	2%	-4%	8%	7.5%	-9%
CCc1nc(N)c(C#N)c(-c2ccco2)c1C	4%	-3%	24%	1.1%	-5%
CN(Cc1c(F)cccc1Cl)c1nnnn1-c1ccccc1	-17%	5%	1%	4.6%	5%	VEEV TC-83 Vero 10K pilot screen=0.4
Cc1[nH]nc(SCC(=O)N2CCCCCC2)c1[N+](=O)[O-]	3%	-2%	-2%	1.0%	-12%
CCCS(=O)(=O)c1nc(S(=O)(=O)c2ccc(C)cc2)c(NCc2ccccn2)s1	-7%	-7%	54%	1.1%	1%
Cc1c(C(=O)Nc2ccccn2)oc2c(Cl)cccc12	-3%	-8%	21%	i	16%
COc1ccccc1Nc1nc(N)nc(CSC(=S)N2CCCCC2C)n1 (stereo not given)	-4%	-3%	-5%	2.5%	12%

The closing four records of the section above lead into the next.
SMILES	H1N1 NS1A inhibition	PhoP GFP inhibition	tuberculosis growth	VEEV TC-83 Vero	M. tuberculosis HTS	others
Cc1[nH]nc(SCC(=O)N2CCCCCC2)c1[N+](=O)[O-]	3%	-2%	-2%	1.0%	-12%
CCCS(=O)(=O)c1nc(S(=O)(=O)c2ccc(C)cc2)c(NCc2ccccn2)s1	-7%	-7%	54%	1.1%	1%
Cc1c(C(=O)Nc2ccccn2)oc2c(Cl)cccc12	-3%	-8%	21%	i	16%
COc1ccccc1Nc1nc(N)nc(CSC(=S)N2CCCCC2C)n1 (stereo not given)	-4%	-3%	-5%	2.5%	12%
CCOc1ncnc2c1sc1nc3c(cc12)COC(C)(C)C3	-5%	/	/	i	/
Cc1ccc2nc(SCC(=O)NCc3ccc(F)cc3)nc(=O)n2c1	-11%	6%	-1%	0.2%	-6%
COc1ccc(C(O)P(=O)(Oc2ccccc2)Oc2ccccc2)cc1 (stereo not given)	5%	-10%	6%	0.3%	5%
COc1cccc2[nH]c3c(N4CCC(C)CC4)ncnc3c12	7%	8%	33%	1.4%	-1%
CCC1(CC)Nc2ccccc2C(=O)N1c1ccc(OC)cc1	-2%	-1%	-15%	5.4%	0%
COc1cccc(C2=NOC(C(=O)Nc3cc(OC)c(OC)c(OC)c3)C2)c1 (stereo not given)	-7%	-7%	5%	i	-5%
O=C(Cc1cccc2ccccc12)NCC1CCCO1 (stereo not given)	-3%	-18%	2%	0.4%	-9%
O=C(NC1CCCCC1)C1CCN(S(=O)(=O)c2cccs2)CC1	1%	-4%	-3%	i	-7%
CCOC(=O)Cc1nn[nH]n1	-3%	1%	17%	0.9%	0%
COc1ccc(Br)cc1[C@H]1[C@H]2C=CC[C@@H](C)[C@@H]2C(=O)N1Cc1ccccc1	-6%	/	/	4.6%	/
CCOC(=O)c1c(NC(=S)N2CCOCC2)sc(C)c1C	-4%	-4%	20%	0.8%	6%
CCOC(=O)c1ccc(-c2cc(C)no2)[nH]1	-2%	-2%	11%	0.9%	4%

Filtered by structure, the entries above with bromine (three)
SMILES	H1N1 NS1A inhibition	PhoP GFP inhibition	tuberculosis growth	VEEV TC-83 Vero	M. tuberculosis HTS	others
Brc1cccc(CNCCc2ccc3c(c2)OCO3)c1	0%	-1%	51%	0.6%	1%
CCOC(=O)c1ccc(-n2c(C)nc3ccc(Br)cc3c2=O)cc1	-1%	10%	18%	12%	3%
COc1ccc(Br)cc1[C@H]1[C@H]2C=CC[C@@H](C)[C@@H]2C(=O)N1Cc1ccccc1	-6%	/	/	4.6%	/

(further entries)
SMILES	H1N1 NS1A inhibition	PhoP GFP inhibition	tuberculosis growth	VEEV TC-83 Vero	M. tuberculosis HTS	others
CCOC(=O)n1c(=O)[nH]c2ccc(Br)cc21	0%	6%	8%	1.4%	1%
Oc1ccc(C[C@@H]2CNCCN2CCCCC2CCCCC2)cc1	18%	47µM*	61%	3.9%	?
CCN(C(=O)COC(=O)/C=C/c1cccc(Cl)c1)c1c(N)n(Cc2ccccc2)c(=O)[nH]c1=O	-9%	/	7%	2.4%	4%
COc1ccccc1-c1noc(CCC(=O)Nc2cc(C(F)(F)F)ccc2Cl)n1	0%	-18%	10%	3.7%	11%
COc1ccc(C(=O)NCCSCc2ccccc2)cc1OC	2%	4%	6%	0.3%	-1%	VEEV TC-83 Vero 10K pilot screen=0.7
CCCc1ccc(OCc2ccc(C(=O)N/N=C/c3cccnc3)o2)cc1	1%	0%	8.4µM*	2.3%	0%
CC1Oc2ccccc2OC1C(=O)Nc1ccccn1 (stereo not given)	10%	-7%	44%	0.2%	2%
Cc1ccccc1NC(=O)Cn1cccc1	-53%	-7%	/	3.4%	/
C1CCN=C(NC23CC4CC(CC(C4)C2)C3)CC1	/	-3%	-3%	/	-9%
COc1c(C)cc(S(=O)(=O)NCCN2CCOCC2)c(C)c1C	-4%	-5%	12%	0.1%	0%
CN(C1CCS(=O)(=O)C1)S(=O)(=O)c1ccccc1 (stereo not given)	-11%	-6%	-9%	1.0%	-5%

Part of the list above in order of length of the SMILES, high to low:
SMILES	H1N1 NS1A inhibition	PhoP GFP inhibition	tuberculosis growth	VEEV TC-83 Vero	M. tuberculosis HTS	others
CCN(C(=O)COC(=O)/C=C/c1cccc(Cl)c1)c1c(N)n(Cc2ccccc2)c(=O)[nH]c1=O	-9%	/	7%	2.4%	4%
COc1ccc(C(=O)NCCSCc2ccccc2)cc1OC	2%	4%	6%	0.3%	-1%	VEEV TC-83 Vero 10K pilot screen=0.7
CC1Oc2ccccc2OC1C(=O)Nc1ccccn1 (stereo not given)	10%	-7%	44%	0.2%	2%

Screens from PubChem.
